NR5A2 inv ag – LRH-1 (NR5A2) inverse agonists, primary screen, cell-based, luminescence, HEK293T, StAR-luciferase reporter. 0.13% of 360,000 active. LRH-1 transfected, 24 h. inhibition, % at 3.6 µM. Nuclear receptor subfamily 5 group A member 2 (Homo sapiens), O00482;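 active = inhibition above the mean inhibition of all tested compounds plus 3 SD, cut at about 73% in these data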;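 also: 0% = DMSO wells and 100% = reporter-only cells lacking LRH-1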
Target sequence (O00482 whole entry, looked up): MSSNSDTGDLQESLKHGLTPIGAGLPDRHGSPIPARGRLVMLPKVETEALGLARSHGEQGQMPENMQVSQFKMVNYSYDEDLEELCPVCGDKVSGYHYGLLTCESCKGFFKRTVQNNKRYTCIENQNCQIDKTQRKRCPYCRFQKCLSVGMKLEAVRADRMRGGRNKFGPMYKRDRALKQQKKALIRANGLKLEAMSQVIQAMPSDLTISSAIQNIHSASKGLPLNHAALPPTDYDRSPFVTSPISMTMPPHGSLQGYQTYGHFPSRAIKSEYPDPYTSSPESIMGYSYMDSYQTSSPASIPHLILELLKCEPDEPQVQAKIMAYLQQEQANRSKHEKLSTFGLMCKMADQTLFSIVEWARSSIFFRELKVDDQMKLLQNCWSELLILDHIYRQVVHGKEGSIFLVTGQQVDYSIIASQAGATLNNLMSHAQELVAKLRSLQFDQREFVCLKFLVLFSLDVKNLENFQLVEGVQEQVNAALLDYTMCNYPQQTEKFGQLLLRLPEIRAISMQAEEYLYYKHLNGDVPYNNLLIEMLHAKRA
MC4R antagonist – MC4R antagonists of cAMP signaling, primary screen, cell-based, TR-FRET, antagonist arm of biased-ligand search | Melanocortin receptor 4 (Homo sapiens), P32245 | MC4R-expressing cells, MTII-stimulated cAMP, LANCE TR-FRET | inhibition, % at 6.5 µM | 0.48% of 360,000 active | AID 540295, 2011;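 active = inhibition above its plate's cutoff, the mean of tested wells on that plate plus 3 SD, cut at about 29% in these data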;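 also: 0% = Melanotan II alone and 100% = Melanotan II plus saturating MCL0020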
Target sequence (P32245 whole entry, looked up): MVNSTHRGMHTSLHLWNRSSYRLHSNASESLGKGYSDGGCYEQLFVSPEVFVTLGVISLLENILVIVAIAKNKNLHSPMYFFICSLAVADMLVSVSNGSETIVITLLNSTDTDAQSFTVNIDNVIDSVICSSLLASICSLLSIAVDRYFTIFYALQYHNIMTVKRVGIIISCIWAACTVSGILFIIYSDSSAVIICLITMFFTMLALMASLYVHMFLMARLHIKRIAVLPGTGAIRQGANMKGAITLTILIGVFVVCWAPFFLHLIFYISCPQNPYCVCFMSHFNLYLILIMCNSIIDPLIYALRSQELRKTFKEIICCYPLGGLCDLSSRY
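system = U2OS cells with stable human MC4R expression | also added = Melanotan II challenge after compound preincubation | dosing = one concentration, 6.5 µM nominal | incubation = compound 30 min, challenge 1 h, detection 1 h | measured by = TR-FRET with Eu-cAMP and labeled anti-cAMP, 671 nm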
TLR9-MyD88 inh – inhibitors of TLR9-MyD88 association in cells, primary screen, cell-based, CHO, BLA complementation, fluorescence; Toll-like receptor 9 (Homo sapiens) + Myeloid differentiation primary response protein …; CCF4 FRET ratio; inhibition, % at 4.98 µM; 0.21% of 340,000 active;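 active = inhibition above the mean over all tested compounds plus 3 SD, cut at about 21% in these data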;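 also: 0% = DMSO only wells and 100% = clavulanate BLA inhibitor control wells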
MC4R barr agon – MC4R agonists recruiting beta-arrestin, primary screen, cell-based, luminescence, agonist arm of biased-ligand search. U2OS MC4R beta-arrestin complementation; percent of melanotan II response, DMSO zero. activation, % at 8.9 µM. Melanocortin receptor 4 (Homo sapiens), P32245. 0.98% of 360,000 active;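 active = activation above a per-plate cutoff, the mean activation of sample wells on that plate plus 3 SD, cut at about 8% in these data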
ABHD5 PLIN5 PPI – ABHD5-PLIN5 interaction inhibitors, primary screen, cell lysate, split luciferase complementation, luminescence; inhibition, % at 4 µM; 0.78% of 360,000 active; AID 602281, 2012; Perilipin-5 (Homo sapiens) + 1-acylglycerol-3-phosphate O-acyltransferase ABHD5 (Homo …; Split G. princeps luciferase complementation, 4 h;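 active = inhibition above the mean inhibition across every tested compound plus 3 SD, cut at about 22% in these data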;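 also: 0% = DMSO only wells and the 100% control is not disclosed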
LMP1 NFkB inh – EBV LMP1-driven NF-kappaB luciferase reporter inhibitors, primary screen, cell-based, luminescence, single point | LMP1-induced NF-kappaB luciferase reporter cells | inhibition, % at 12.5 µM | 0.69% of 350,000 active; in the data active = inhibition above about 41%;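 also: 0% = neutral control wells and 100% = reference inhibitor control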
NOD2 RIPK2 PPI – NOD2-RIPK2 binding disruptors in cells, primary screen, fluorescence, CHO cells, BLA complementation | Receptor-interacting serine/threonine-protein kinase 2 (Homo sapiens), O43353 | CCF4 ratio | inhibition, % at 4.98 µM | 0.38% of 360,000 active | AID 624267, 2012; in the data active = inhibition above about 21%;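 also: 0% = vehicle only and 100% = reference blocker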
SRC1 inh – SRC1 coactivator transcriptional activity inhibitors, primary screen, cell-based, luminescence | inhibition, % at 3.6 µM | AID 588354, 2011 | 0.12% of 360,000 active | Nuclear receptor coactivator 1 (Homo sapiens), Q15788 | HEK293 GAL4-SRC1 luciferase reporter;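 active = inhibition above the campaign mean plus 3 SD, with each screening campaign given its own cutoff, cut at about 60% in these data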;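 also: 0% = DMSO treated cells and 100% = gossypol at 36 µM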
NCOA3 inh – SRC3 coactivator transcriptional activity inhibitors, primary screen, cell-based, luminescence; inhibition, % at 3.6 µM; HEK293 GAL4-SRC3 luciferase reporter; Nuclear receptor coactivator 3 (Homo sapiens), Q9Y6Q9; 0.17% of 360,000 active;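 active = inhibition above a per-campaign cutoff, the mean of all compounds plus 3 SD, cut at about 60% in these data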;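 also: 0% = DMSO-treated cells and 100% = gossypol-treated cells at 36 µM; higher means less SRC3-driven luciferase light from the GAL4 reporter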
SRC2 inh – inhibition of GAL4-SRC2 driven luciferase reporter, primary screen, SRC2 inhibitor project, cell-based, luminescence | HEK293 GAL4-SRC2 luciferase reporter | inhibition, % at 9 µM | 0.17% of 370,000 active;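 active = inhibition above the mean inhibition of all tested compounds plus 3 SD, set per campaign, cut at about 52% in these data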;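 also: 0% = DMSO treated cells and 100% = cells given Gossypol at 36 µM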
NR2F2 inh – NR2F2 transcriptional activity inhibitors, primary screen, cell-based, luciferase reporter, HEK293T, luminescence | 0.7% of 370,000 active | HEK293T NGFI-A luciferase reporter | inhibition, % at 8.6 µM | COUP transcription factor 2 (Homo sapiens), P24468;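 active = inhibition above a per-plate cutoff, mean inhibition of test wells between control levels plus 3 SD, cut at about 38% in these data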;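 also: cells cotransfected with COUP-TFII expression vector driving the NGFI-A reporter; 0% = median of COUP-TF2 test wells and 100% = reporter-only cells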
Active calls of the source: *; / = not tested or not shown; & = joins results of further samples.

No.	Molecule	NR5A2 inv ag	MC4R antagonist	TLR9-MyD88 inh	MC4R barr agon	ABHD5 PLIN5 PPI	LMP1 NFkB inh	NOD2 RIPK2 PPI	SRC1 inh	NCOA3 inh	SRC2 inh	NR2F2 inh
1	CC1=NN(c2ccccc2)C(=O)/C1=C\C=C\c1ccccc1	7	-6	/	0.7	22*	/	-15	-1	2	-7	-13
2	CCCn1c(NC(=O)c2ccco2)nc2ccccc21	24	1	-8	1.6	10	0	-7	-3	14	4	13
3	Cc1ccc(-c2cc(C(=O)Nc3ccc(S(=O)(=O)Nc4onc(C)c4C)cc3)c3ccccc3n2)cc1	-4	20	2	-1.6	5	4	6	1	-6	-35	11
4	CCC(C)NC(=O)CN1c2cccc3cccc(c23)S1(=O)=O (configuration not stated)	5	0	-9	-0.5	-4	0	-17	15	8	-3	1
5	COC(=O)c1ccccc1NC(=O)NN1CCN(C)CC1	1	0	-6	-3.2	-4	-1	-1	5	18	8	10
6	CC(=O)Nc1ccc(S(=O)(=O)Nc2nc3ccccc3nc2Nc2ccccc2)cc1	18	5	3	-1.4	-1	4	4	3	-6	-5	-12
7	O=C(CNC(=O)OCc1ccccc1)Oc1cc2oc(=O)cc(-c3ccccc3)c2cc1Cl	21	7	27*	3.8	2	-1	52*	36	30	/	/
8	COc1ccc(NC(=O)/C=C/C(=O)O)cc1Cl	-1	-3	2	0.1	-2	-8	2	10	-2	1	-3
9	COc1cc(NC(=O)c2csc3c2CCCC3)ncn1	-87	-2	6	3.9	-4	-13	-6	-87	-96	-53	-40
10	CCN(C(=O)CN1CCN(c2ccccc2)CC1)c1c(N)n(Cc2ccccc2)c(=O)[nH]c1=O	5	4	-1	-2.9	1	-5	-4	-9	-4	-15	4
11	CCc1cccc2c(=O)c(C(=O)N3CCCCCC3)c[nH]c12	10	3	-1	2.5	-5	2	5	-4	-6	-3	7
12	CC(CCc1ccco1)NC(=O)CCc1nnc2ccc(NCc3ccccc3)nn12 (configuration not stated)	8	0	-5	-0.9	17	6	-6	0	15	-23	-2
13	C=CCN1C(=O)C(Cc2cccc(Cl)c2)SC1=Nc1ccc(C(=O)O)cc1 (configuration not stated)	-1	8	7	-0.7	-1	-8	-3	-3	0	-3	11
14	COc1ccc(-c2oc3ncnc(N)c3c2-c2ccccc2)cc1	25	0	-1	4.6	4	14	10	4	9	-29	6
15	Cc1ccc(OCC(O)CN2CCN(Cc3ccc4c(c3)OCO4)CC2)c(C)c1 (configuration not stated)	7&2	-3&0	0&-2	1.5&1.0	2&-4	2&-3	-11&-6	7&-2	-7&0	-22&15	-2&-4
16	CC(Cl)C(=O)c1c[nH]c2ccccc12 (configuration not stated)	16	2	10	-1.7	-7	-6	3	8	24	-23	1
17	COc1ccccc1CNC(=O)Cn1cnnn1	-14	-3	-11	-1.3	-3	-1	-6	-1	-2	7	0
18	CC1c2nc3ccccc3n2C(CC(=O)NCCCN2CCOCC2)C(=O)N1Cc1ccccc1 (configuration not stated)	-10	10	-7	-0.2	3	1	-4	-11	7	-12	12
19	CCC(c1nnnn1C(C)(C)CC)N(CCCO)Cc1cc2cccc(C)c2[nH]c1=O (configuration not stated)	2	1	7	-2.2	-4	-1	2	-2	0	-31	-11
20	CNc1nc(C)c(C(C)(C)C)s1	8	8	6	-0.8	2	4	4	8	5	4	3
21	CCN(CC)C1CCN(C(=O)c2cc(COc3ccccc3SC)on2)C1 (configuration not stated)	-10	2	-3	-4.7	-8	5	-3	-4	13	4	-6
22	CCOc1ccc2nc(SCC(=O)NCC3CCCO3)c(C#N)cc2c1 (configuration not stated)	-5	14	-1	-0.4	10	0	-17	-51	-10	-21	1
23	COc1cc2c3c(c1OC)C1(C=CC(=O)C=C1)CC3N(C(C)=O)CC2 (configuration not stated)	12	-3	-2	-1.5	-10	0	-2	0	15	2	18
24	CC(C)(C)C(=O)Oc1cc(N)n(S(=O)(=O)c2ccc(F)cc2)n1	6	7	0	0.1	0	11	-1	6	-7	-14	9
25	O=C(CSc1nnc(-c2cccnc2)n1Cc1ccco1)c1ccc(Br)cc1	-30	2	-2	-2.3	2	0	-10	-11	0	-11	12
26	O=C(Cc1coc2cc3c(cc12)CCC3)OCC(=O)N1CCCC1=O	12	5	-7	0.9	2	16	4	11	26	54*	44*
27	COc1ccc(-n2nc(C(=O)N3CCN(c4ccc(F)cc4)CC3)c3ccccc3c2=O)c(OC)c1	-14	4	10	0.0	15	6	-6	-9	2	1	-12
28	O=C(Nc1nc2ccc(F)cc2s1)C1CC(=O)N(c2ccc3c(c2)OCCO3)C1 (configuration not stated)	8	5	9	-3.0	-2	0	9	-2	-4	15	18
29	CCN(CC)CCNC(=O)Cc1nn(CC)c(=O)c2ccccc12	-6	7	4	-1.7	6	-18	-6	15	-38	5	-7
30	COC(=O)C[C@@H]1C[C@@H]2c3cc(NC(=O)Cc4ccncc4)ccc3O[C@@H]2[C@@H](CO)O1	16	2	1	-0.5	-1	13	0	3	1	1	-11
31	CCN(CC)S(=O)(=O)c1ccc(C(=O)NCC2(N3CCOCC3)CCCCC2)cc1	-37	0	-7	-2.8	4	-35	-6	-8	-16	-25	-11
32	COc1cccc(/C=N/NC(=O)C(=O)N/N=C/c2cccc(OC)c2O)c1O	0	10	/	-3.1	4	-5	-4	-12	11	5	13
33	COc1cccc(OC)c1C(=O)NCCc1ccccc1	11	-4	5	-0.5	4	-2	8	-33	12	-2	15
34	O=C(NNS(=O)(=O)c1ccc(F)cc1F)c1csc(-c2cccnc2)n1	-14	14	-3	-0.9	-1	-5	-10	13	12	-5	7
35	Cn1nnnc1SCc1nc2ccccc2[nH]1	-35	-3	2	-0.9	-1	-2	1	-49	-35	-6	-11
36	Cc1ccc2c(CC(=O)NC3CCS(=O)(=O)C3)coc2c1C (configuration not stated)	-6	12	-15	-0.1	1	1	-9	-1	-3	11	-15
37	Cc1ccc2oc(=O)n(CC(=O)OC(C)C)c2c1	1	6	2	-0.1	-1	5	-3	-5	9	-2	8
38	CCCCCCCCCc1conc1C(=O)/C=C/c1ccco1	15	/	/	/	25*	/	-4	/	/	5	-5
39	O=C(Nc1nc2ccccc2s1)c1ccc(N2CCCCC2)c([N+](=O)[O-])c1	-73	8	-1	-2.0	-1	-12	-5	-6	5	38	3
40	COCCNC(=S)N/N=C(\C)c1ccccc1F	1	-4	1	-5.1	-2	-2	2	-10	-10	7	-2
41	O=C(NCc1cccc(C(F)(F)F)c1)c1ccc2c(c1)OCO2	10	-4	-5	-0.3	0	-1	-11	-5	8	11	2
42	CCc1cccc(NS(=O)(=O)c2ccc3c(c2)CCC(=O)N3)c1	4	1	8	-2.0	-5	-2	-4	-4	8	-19	-12
43	CCCCn1c(=O)c2c(O)cc(=O)oc2c2ccccc21	8	-2	-2	-0.6	-2	-3	-11	-1	14	1	-5
44	O=C(NCc1ccccc1)NC1(C(=O)N2CCN(c3ccccc3)CC2)CCCCC1	-5	2	-1	-2.7	-5	6	9	11	14	-2	14
45	Cc1cc2cc(CNC(=O)C3CC3)ccc2n1C	6	3	-1	-1.2	-3	1	1	-5	2	-16	0
46	CC(C)C(OC(=O)c1cccs1)C(=O)NCc1cccs1 (configuration not stated)	11	6	4	2.1	0	-2	-18	7	-2	-9	0
47	CCN(CC)S(=O)(=O)c1cccc(NC2=NCC(C)S2)c1 (configuration not stated)	-9	3	-4	-1.6	-4	5	-7	-14	6	-9	7
48	COc1cc(C(=O)NCC(=O)Nc2c(C)cccc2C)ccc1OCC(=O)N1CCOCC1	8	10	-6	-2.4	9	4	4	0	-8	-29	-1
49	CC1(C)COC(c2ccc3c(c2)OCO3)OC1	-10	8	9	0.0	0	1	8	-21	-14	-6	6
50	Cc1c(NC(=O)COC(=O)C2(c3ccccc3F)CCCC2)c(=O)n(-c2ccccc2)n1C	-5	13	1	0.1	-2	-10	-9	12	-2	2	0

Further records:
No.	Molecule	NR5A2 inv ag	MC4R antagonist	TLR9-MyD88 inh	MC4R barr agon	ABHD5 PLIN5 PPI	LMP1 NFkB inh	NOD2 RIPK2 PPI	SRC1 inh	NCOA3 inh	SRC2 inh	NR2F2 inh
51	Cc1cccc(/C=N/NC(=O)c2cccc([N+](=O)[O-])c2)n1	-2	-2	/	-4.5	-1	-13	-7	-5	12	-21	-14
52	CN(C)c1ccc(CNC(=O)c2cc(S(=O)(=O)N3CCOCC3)cn2C)cc1	-2	8	-7	1.9	-3	-1	6	-9	-5	-20	-11
53	Cc1ccccc1C(O)c1ccccn1 (configuration not stated)	0	0	-1	-1.9	-1	-4	9	-8	10	0	5
54	COc1ccc(C(=O)CSc2nc3cccnc3n2C)cc1	-19	4	6	-0.6	-5	-3	1	-1	-6	-2	14
55	CCOc1ccccc1NC(=O)c1oc2ccccc2c1NC(=O)C1CCCO1 (configuration not stated)	0	7	3	-0.8	0	-11	11	4	17	4	11
56	Cc1nn(C)c(C)c1S(=O)(=O)N1CCC(C(=O)NC2CCCc3ccccc32)CC1 (configuration not stated)	-6	6	-7	-1.1	7	0	-12	-64	1	-16	-4
57	COc1cccc(-c2nnn(CC(=O)N3CCCCC3)n2)c1	-51	0	2	-1.6	-109	-5	2	-29	-19	-9	-18
58	COc1ccccc1C(=O)NC(=O)COC(=O)CCNS(=O)(=O)c1ccccc1	5	11	2	-4.3	10	9	-7	-7	1	9	10
59	Nc1cc(Cc2ccccc2)ccc1O	52	-4	-4	0.9	-3	-5	6	1	36	17	9
60	CC(=O)N/C(=C\c1ccccc1)C(=O)OCC(=O)NC(=O)c1ccccc1	13	1	3	-2.3	-12	-1	-13	-11	1	-12	2
61	O=S(=O)(/N=C(\[O-])C[n+]1ccccc1)c1ccc(Cl)cc1	-11	8	-4	0.9	2	-2	0	6	9	-1	11
62	CCCC(O)(CCC)C(=O)NN1CCCCC1	-24	8	-25	-0.8	0	8	-5	10	-1	/	/
63	Cc1nc2ncccn2c1-c1csc(Nc2ccc(O)cc2)n1	16	-6	-2	1.9	-30	18	5	-34	1	-31	-85

Screening data deposited in PubChem by several laboratories.

An excerpt; the hit share may differ from the screen's.
